Screens from PubChem.
NALP1 inh = blocks the NALP1 inflammasome reconstituted in yeast; S. cerevisiae NALP1/ASC/caspase-1 growth, X-gal OD620, 72 h; inhibition, % at 10 µM; actives 0.61% (n = 280,000); in the data active = inhibition mostly above about 24%, no sharp cut-off; inactive = mostly below about 32%; note: some compounds called inactive have numbers as strong as hits
GalR3 antagonist = human GalR3 antagonism. AID 651719. HEK293 GalR3-CNG cAMP membrane potential fluorescence; galR3 body fused to GalR1 C-terminus. inhibition, % at 3 µM. actives 0.44% (n = 360,000). O60755;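 active = inhibition above the screen-wide average plus 3 SD, cut at about 13% in these data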;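 note: forskolin and galanin both at EC90 stimulate the cells; cAMP rise reported by CNG channel membrane potential dye signal; 0% = forskolin plus galanin with DMSO and 100% = forskolin alone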
Target sequence (O60755 1-299 limits assumed): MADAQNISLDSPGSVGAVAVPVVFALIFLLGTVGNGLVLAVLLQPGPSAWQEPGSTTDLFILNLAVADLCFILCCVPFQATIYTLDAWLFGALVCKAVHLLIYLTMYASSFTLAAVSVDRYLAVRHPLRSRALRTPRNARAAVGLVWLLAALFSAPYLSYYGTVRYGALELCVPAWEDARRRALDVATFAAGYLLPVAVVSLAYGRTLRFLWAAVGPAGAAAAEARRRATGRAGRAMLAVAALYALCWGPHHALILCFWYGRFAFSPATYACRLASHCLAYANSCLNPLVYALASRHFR
OXTR potentiator = human OXTR potentiation; P30559; CHO-OTR cells, Fluo-8 calcium fluorescence, potentiator mode; 0% = oxytocin EC15, 100% = EC100; activation, % at 3 µM; actives 0.061% (n = 320,000); AID 2445;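 active = activation above that plate's cutoff, the mean activation of tested compounds plus 3 SD, cut at about 6.6% in these data, passing the limit was not always enough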;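 note: 100% uses oxytocin at 75 nM as the full agonist control; some results filed as inactive read as strong as hits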
Target sequence (P30559 whole entry, looked up): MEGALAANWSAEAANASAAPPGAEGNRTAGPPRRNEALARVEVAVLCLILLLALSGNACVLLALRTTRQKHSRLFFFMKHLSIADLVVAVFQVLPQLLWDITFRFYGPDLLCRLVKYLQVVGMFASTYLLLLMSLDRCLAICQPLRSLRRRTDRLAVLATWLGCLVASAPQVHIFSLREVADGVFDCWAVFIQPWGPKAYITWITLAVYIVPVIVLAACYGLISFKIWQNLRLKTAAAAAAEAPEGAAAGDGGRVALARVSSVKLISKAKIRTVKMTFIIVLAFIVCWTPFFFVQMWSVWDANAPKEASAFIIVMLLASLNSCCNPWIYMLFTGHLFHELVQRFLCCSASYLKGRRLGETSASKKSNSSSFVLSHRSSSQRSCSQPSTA
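Measured by – Fluo-8 calcium dye fluorescence · Test system – human OTR in CHO cells · Dosing – one concentration, 3.0 µM compound · Controls – EC15 oxytocin alone as 0%, 75 nM oxytocin as 100% · Evaluation – normalized max/min fluorescence ratio, % activation · Timing – 6 min pre-incubation, 100 s read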
GPR7 antag = human neuropeptides B/W receptor 1 antagonism. P48145. GPR7-expressing cells, fluorescence antagonist assay. inhibition, % at 4.4 µM. actives 1.1% (n = 290,000). AID 1861; in the data active = inhibition above about 16%, passing the limit was not always enough;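 note: cells stimulated with the agonist NPW; 0% = agonist with vehicle and 100% = vehicle without agonist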
OXTR agonist = activates the human oxytocin receptor; activation, % at 3 µM; AID 2435; actives 0.32% (n = 320,000); P30559; CHO-OTR cells, Fluo-8 calcium fluorescence; normalized: DMSO 0%, oxytocin 100%;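 active = activation above the mean of all tested compounds plus 3 SD, cutoff set per screening run, cut at about 20% in these data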;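 note: peak over basal fluorescence ratio from a 100 s FLIPR kinetic read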
MEKK2 WT-MEK5 = raises or lowers MEK5 binding to wildtype human MEKK2 PB1 domain; AID 1531; bead flow cytometry, Alexa488-MEK5 binding to MEKK2 WT; actives lie on both sides; actives 1.1% (n = 290,000); binding response (% of control), % at 10 µM; in the data active = binding response below about 67% or above about 130%
V1R ag counter = V1a receptor agonism, counter-screen for OXTR agonists | P37288 | CHO-V1R cells, Fluo-8 calcium fluorescence, agonist mode; 0% DMSO, 100% 3 nM vasopressin | activation, % at 3 µM | actives 0.25% (n = 320,000);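 active = activation above the mean activation of all tested compounds plus 3 SD, per screening run, cut at about 20% in these data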;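 note: signal is peak over basal fluorescence ratio across a 100 second FLIPR read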
Target sequence (P37288 whole entry, looked up): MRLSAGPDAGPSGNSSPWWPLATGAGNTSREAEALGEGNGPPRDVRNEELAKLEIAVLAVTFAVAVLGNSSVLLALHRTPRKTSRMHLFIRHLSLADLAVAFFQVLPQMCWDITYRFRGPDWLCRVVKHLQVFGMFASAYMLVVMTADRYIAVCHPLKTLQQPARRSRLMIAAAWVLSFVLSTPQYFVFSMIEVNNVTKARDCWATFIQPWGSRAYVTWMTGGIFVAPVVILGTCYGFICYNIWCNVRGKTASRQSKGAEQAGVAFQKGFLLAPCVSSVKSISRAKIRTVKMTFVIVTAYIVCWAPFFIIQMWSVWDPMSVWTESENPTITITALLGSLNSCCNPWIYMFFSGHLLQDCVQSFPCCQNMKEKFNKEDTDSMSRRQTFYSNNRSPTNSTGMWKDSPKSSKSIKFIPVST
MEKK2 mut-MEK5 = signal of MEK5 binding to mutant human MEKK2 PB1 domain; actives 0.35% (n = 290,000); bead flow cytometry, Alexa488-MEK5 binding to MEKK2 mutant; percent response, % at 10 µM; AID 1530; in the data active = percent response above about 24%, passing the limit was not always enough; note: inactives centre near 1; some results filed as inactive read as strong as hits
M18AAP inhibitor = PfM18AAP enzyme inhibition | inhibition, % at 7.35 µM | actives 1.2% (n = 290,000) | recombinant PfM18AAP, H-Glu-NHMec fluorogenic cleavage;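 active = inhibition above the campaign mean inhibition over all tested compounds plus 3 SD, cut at about 28% in these data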;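 note: 0% = plate median of test compound wells and 100% = 2 mM ZnCl2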
* hit, by the source's call; nt = no result given. Compounds as they come. About 4.1% of those tested had a hit in this group.

SMILES | NALP1 inh | GalR3 antagonist | OXTR potentiator | GPR7 antag | OXTR agonist | MEKK2 WT-MEK5 | V1R ag counter | MEKK2 mut-MEK5 | M18AAP inhibitor
Cc1cccc(C(=O)N/N=C/c2ccncc2)c1 | 3 | -1 | -2 | -2 | -0.2 | 102 | -0.5 | 2 | 1
Cc1ccc2c(c1)C=CC(C#N)N2C(=O)c1ccccc1 (configuration not stated) | 22 | -9 | -8 | 2 | -1.8 | 94 | -0.2 | -2 | 2
O=C(N/N=C\c1cccc(F)c1)c1ccc(Cn2cc(Br)c([N+](=O)[O-])n2)o1 | 2 | -3 | -6 | -2 | 2.5 | 98 | 1.3 | -4 | 1
CCO[C@@H]1OC(C(=O)N2CCN(C)CC2)=C[C@H](C2CCCCC2)[C@H]1CCCO | -6 | 2 | -6 | -13 | 0.9 | 107 | 1.0 | 9 | 0
CC(C)C(C)NC(=O)COc1ccc(S(=O)(=O)N2CCOCC2)cc1Cl (configuration not stated) | 15 | 6 | -8 | -1 | 0.2 | 95 | 0.3 | -4 | 2
CCOc1ccc(N2C(=O)Nc3ccccc3C2(O)C(=O)NCc2ccc3c(c2)OCO3)cc1 (configuration not stated) | -3 | 0 | -12 | -6 | -0.5 | 108 | -0.3 | 2 | -1
CCCCCCN(C(=O)CCCCCN1C(=O)NC(c2ccc(Cl)cc2)C(C(=O)OCc2ccccc2)=C1C)C(C(=O)NCCCC)c1ccc(OCC(=O)OC)c(C(=O)OC)c1 (configuration not stated) | 37 | -8 | nt | -2 | nt | 101 | nt | 2 | -10
Cc1cc(NC(=O)CN(C)S(=O)(=O)c2ccc(-c3ccc(=O)[nH]n3)s2)ccc1Br | 18 | -3 | -9 | -12 | -0.1 | 101 | 1.2 | 5 | 5
CC(C)(C)NC(=O)CC1C[C@H](C(=O)N2CCOCC2)[C@@]2(C)c3[nH]c4ccccc4c3CCN2C1=O (some centres not stated) | nt | -7 | 5 | nt | 0.1 | nt | 1.3 | nt | nt
O=C(CN1CCN(Cc2ccccc2Cl)CC1)N=Nc1c(O)[nH]c2ccccc12 | 32 | -3 | -8 | -3 | 1.4 | 109 | 2.4 | 1 | -13
COc1ccc(-c2nc3ccccc3c(=O)n2CCOc2cc(C)ccc2C)cc1 | 31 | -6 | -5 | -3 | -1.1 | 100 | -0.1 | -1 | -2
COc1ccc(NC(=O)c2ccc3ncsc3c2)c2ccccc12 | -1 | 0 | -6 | -9 | -0.3 | 99 | 6.6 | 2 | 8
CCOP(=O)(OCC)C(Nc1cccc([N+](=O)[O-])c1)c1ccccc1 (configuration not stated) | 3 | -1 | -1 | -5 | -1.8 | 88 | -2.1 | -22 | -2
Cc1cc2ncn(CC(C)C)c2cc1C | 20 | -2 | -7 | 3 | -2.4 | 87 | 0.4 | -11 | -3
Cc1ccc(NC(=O)C2CC(O)CN2C(=O)OCc2ccccc2)c(C)c1 (configuration not stated) | 8 | -5 | 0 | -12 | -0.6 | 98 | 0.7 | 0 | -6
CCn1c(SCC(=O)NCCOC)nc2sc3c(c2c1=O)CCCC3 | 10 | -2 | -10 | 1 | -0.7 | 93 | -0.8 | 1 | -14
Cc1ccc2c(c1)N(CC(=O)Nc1ncccc1C)C(=O)C(C(C)C)O2 (configuration not stated) | 7 | 0 | -6 | 0 | -0.5 | 106 | -0.3 | 2 | 0
CC(Sc1nnnn1-c1ccc(O)cc1)C(=O)NNC(=O)c1ccc(F)cc1 (configuration not stated) | nt | -7 | -6 | nt | -0.2 | nt | 0.3 | nt | nt
C=CCOc1ccccc1CN1CCC(n2nccc2NC(=O)C2CCOC2)CC1 (configuration not stated) | 11 | -4 | 1 | -12 | -0.1 | 106 | -0.2 | 5 | 0
NNC(=O)Cn1c(-c2nonc2N)nc2ccccc21 | -9 | -7 | 0 | -7 | 0.1 | 100 | -0.8 | 2 | 5
COc1ccccc1NS(=O)(=O)c1ccc(O)cc1 | 6 | -5 | -14 | -4 | 2.7 | 115 | 4.2 | 9 | -6
O=C(OCc1nnc(-c2ccccc2)o1)C1=COCCO1 | -4 | 0 | -9 | -3 | 0.8 | 104 | 0.7 | 4 | 0
CCO[C@H]1OC(C(=O)N2CCOCC2)=C[C@@H](C2CC2)[C@@H]1CCCO | -2 | -8 | 3 | -11 | 0.9 | 105 | 0.9 | 8 | 4
CC(C)(C)c1cc(-n2ccnc2)n2ncc(-c3ccc(Cl)cc3)c2n1 | 4 | -2 | -4 | -3 | -0.1 | 117 | -0.1 | 14 | -5
Cc1c(Cc2ccccc2)c(=O)oc2cc(OCC(=O)N3CCC(C(=O)O)CC3)ccc12 | 9 | 3 | 2 | -4 | 0.3 | 100 | -0.5 | 1 | 7
CCCCc1nnc(NC(=O)C(C)Sc2nc(O)c(Cc3ccccc3)c(=O)[nH]2)s1 (configuration not stated) | -7 | 0 | -8 | -6 | -0.4 | 102 | -0.4 | 6 | 5
CCCCCN(C(=O)CCC(=O)OCC(=O)NC1CCC(C)CC1)c1c(N)n(CCCC)c(=O)[nH]c1=O (configuration not stated) | nt | -2 | -16 | nt | -1.4 | nt | -0.8 | nt | nt
Cn1nc(C(=O)Nc2ccc(Br)cc2)cc1C(=O)Nc1ccc(Br)cc1 | 26 | -10 | -3 | -12 | -0.5 | 107 | 1.0 | 4 | 6
Cc1ccc2nc(NC(=O)C3CCN(S(=O)(=O)c4ccc5c(c4)oc(=O)n5C)CC3)sc2c1 | 0 | -1 | -4 | -2 | 0.3 | 102 | 0.7 | 6 | 1
CCc1nnc(NC(=O)c2ccc(S(=O)(=O)N3CCCCCC3)cc2)s1 | 12 | -3 | -15 | 9 | 0.1 | 98 | 0.5 | -1 | -11

Ordered by SMILES length (smallest number first): some entries from above.
SMILES | NALP1 inh | GalR3 antagonist | OXTR potentiator | GPR7 antag | OXTR agonist | MEKK2 WT-MEK5 | V1R ag counter | MEKK2 mut-MEK5 | M18AAP inhibitor
Cc1ccc(NC(=O)C2CC(O)CN2C(=O)OCc2ccccc2)c(C)c1 (configuration not stated) | 8 | -5 | 0 | -12 | -0.6 | 98 | 0.7 | 0 | -6
O=C(CN1CCN(Cc2ccccc2Cl)CC1)N=Nc1c(O)[nH]c2ccccc12 | 32 | -3 | -8 | -3 | 1.4 | 109 | 2.4 | 1 | -13
Cc1c(Cc2ccccc2)c(=O)oc2cc(OCC(=O)N3CCC(C(=O)O)CC3)ccc12 | 9 | 3 | 2 | -4 | 0.3 | 100 | -0.5 | 1 | 7

The results go on:
SMILES | NALP1 inh | GalR3 antagonist | OXTR potentiator | GPR7 antag | OXTR agonist | MEKK2 WT-MEK5 | V1R ag counter | MEKK2 mut-MEK5 | M18AAP inhibitor
CCC1CCCCN1Cc1ccc(CNC(=O)CCc2nnc3ccc(N4CCCCC4)nn23)o1 (configuration not stated) | 6 | -8 | -15 | 5 | -1.4 | 98 | 0.2 | -6 | -8
Oc1c(C(c2ccccc2)N2CCCCC2)sc2ncnn12 (configuration not stated) | 6 | nt | -8 | -9 | -1.3 | 105 | -0.8 | 7 | 57*
C[C@H](CO)N1C[C@H](C)[C@H](CN(C)S(C)(=O)=O)Oc2c(cccc2N(C)C)C1=O | nt | -8 | -1 | nt | 1.1 | nt | 0.4 | nt | nt
CC(C)OC(=O)CSc1nnc(-c2ccc(Cl)cc2)n1N | 22 | 2 | -5 | -6 | 0.1 | 107 | -0.7 | 2 | 1
CCOC(=O)c1c(C)c(/C=N/Nc2ccccc2)n(C)c1C | 11 | -1 | nt | 0 | nt | 99 | nt | -5 | 5
COc1ccc2nc(NC(=O)CN3CCOCC3)sc2c1 | 28 | 10 | -2 | -2 | 0.5 | 110 | 1.9 | 5 | -6
Cc1ccc(O)c(C(=O)c2cnc3c(c2)COc2ccc(C)cc2-3)c1 | -1 | 3 | -16 | -16 | -0.3 | 103 | 1.9 | -3 | 9
CC1(C)CC(=O)C(CC2C(=O)CC(C)(C)CC2=O)C(=O)C1 | 11 | -4 | 4 | -12 | 0.4 | 105 | 0.2 | 25 | -7
CN1C(=O)/C(=C\c2ccccc2OCc2ccccc2)SC1=S | 25 | -1 | -7 | 6 | -0.3 | 100 | -1.2 | 0 | 0
CCOC(=O)CN1Cc2cccc(C(=O)O)c2C1=O | 12 | nt | -3 | -11 | -0.7 | 107 | -0.3 | 3 | 1
COc1cc(/C=C/C(=O)O)cc2c1OCCO2 | -4 | -6 | 0 | -11 | 0.7 | 69 | 0.2 | -11 | -12
Cc1nn(CCCC(=O)NCc2ccc(F)cc2)c(C)c1[N+](=O)[O-] | 16 | -2 | -5 | -1 | 0.2 | 102 | 1.8 | -1 | -5
O=C(Nn1cnnc1)c1ccc(Cl)cc1[N+](=O)[O-] | 22 | -10 | -6 | -13 | 0.3 | 111 | 0.3 | 3 | 25
COCCn1c(Cc2ccccc2)nnc1SCC(=O)N(C)C | 5 | -1 | 1 | 13 | -0.6 | 101 | 0.6 | 0 | -4
COc1ccccc1/C=C/c1nc(S(=O)(=O)c2ccccc2)c(NCCN(C)C)o1 | 11 | -6 | -10 | -6 | -0.2 | 122 | 0.6 | 2 | -8
O=[N+]([O-])c1ccc2c(c1)nc(CO)n2Cc1ccccc1 | 15 | -1 | -11 | 22 | 0.8 | 102 | 0.8 | 0 | -3
Brc1ccc(-c2noc(CCc3ccccc3)n2)o1 | -13 | -4 | -5 | -6 | -1.3 | 95 | -1.3 | 1 | 1
Fc1ccccc1N1CCN(c2cnc3ccccc3n2)CC1 | 20 | 0 | -13 | -5 | -1.9 | 103 | -0.6 | 2 | 0
C/C(=N\NC(=O)c1ccc(NS(=O)(=O)c2cccs2)cc1)c1ccc(C(C)(C)C)cc1 | 14 | 9 | -8 | 2 | 0.1 | 107 | 3.0 | 10 | -24
O=C(NC(NC(=O)c1c(F)cccc1F)c1ccc([N+](=O)[O-])cc1)c1c(F)cccc1F | 8 | -8 | -7 | -6 | -0.6 | 100 | 0.8 | 5 | -2
CC1CCCC(C)N1/N=C/c1ccc(O)cc1 (configuration not stated) | -4 | -4 | -5 | 2 | 0.8 | 103 | 0.3 | 3 | 1
c1ccc(-c2nc(-c3nccc4ccccc34)oc2-c2ccccc2)cc1 | 16 | 3 | -8 | 6 | -0.8 | 86 | -0.3 | -23 | -11
Cc1ccc(CNS(=O)(=O)CCNC(=O)c2ccc3c(c2)OCO3)cc1 | nt | -3 | -1 | nt | -2.2 | nt | 0.8 | nt | nt
CCN(CC)C(=O)CSc1nc2sc3c(c2c(=O)n1CCCOC)CCC3 | 18 | -1 | -1 | -10 | -1.9 | 105 | -0.6 | 1 | 1
O=C(CCCOc1ccc(Cl)cc1Cl)NCC1CCCO1 (configuration not stated) | 10 | 5 | -24 | -7 | -0.4 | 102 | 2.7 | 15 | -11
Cc1occc1C(=O)N=Nc1c(O)[nH]c2ccc(Br)cc12 | 30 | nt | -1 | -4 | 0.6 | 98 | 0.3 | 6 | 3
Nc1cc(-c2nn[nH]n2)ccc1F | 12 | 4 | -10 | -2 | 0.5 | 104 | 0.8 | 3 | 16
Cc1ccc(NC(=O)C2CCCCC2)cc1C | nt | 0 | 6 | nt | -2.5 | nt | -1.2 | nt | nt
Cc1nc2cc(C(=O)OCC(=O)NC34CC5CC(CC(C5)C3)C4)ccc2n1-c1ccccc1 | nt | 3 | -9 | -6 | -1.6 | 108 | 0.7 | 4 | -1
COc1ccc(OCCCN2CCc3ccccc3C2)cc1 | 19 | -1 | 4 | -18 | 0.2 | 105 | -0.6 | 8 | 4
COc1cccc2cc(C(=O)N3CCCCCCC3)c(=O)oc12 | nt | -5 | -6 | -7 | -0.1 | 105 | 0.8 | 5 | 7
